Pin1 inh: blocks the human prolyl isomerase Pin1 | Q13526 | Pin1 FP peptide displacement, HiFluor488, 10 min | Potency, µM (titrated, usually from 115 µM), for the others: at the top dose activity, negative = inhibition, most hits filed as inhibitors | 0.009% of 390,000 active | AID 504891; active = well fitted inhibition curve with a large enough effect in the polarisation, with a control signal flat, not every such curve was filed as active; inconclusive = small, poorly fitted or top-dose-only effect, or effect the other way, or a change in a side signal; inactive = no such curve, though single readings can be large or run the other way; the % refers to the polarisation; note: potency is the fitted concentration of half-maximal effect; % is set by controls: 0 for no effect and ±100 for the full control effect
mIDH1 inhibitor: human IDH1 R132H inhibition; O75874; IDH1-R132H enzyme, NADPH consumption, diaphorase/resazurin fluorescence; Potency, µM (highest dose often 76.6 µM), for the others: at the highest dose activity change, negative = inhibition, actives largely listed as inhibitors; 0.093% of 390,000 active; AID 602179; note: potency is the fitted concentration of half-maximal effect; % is set by controls: 0 for no effect and ±100 for the full control effect; nearly all actives have a fitted effect of over 65% in size
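IDH1-R132H (0.5 ug/mL dispensed) in pH 7.5 Tris buffer was preincubated 30 min with compound, then given a substrate mix of 0.016 mM NADPH and 2 mM alpha-KG for 80 min at room temperature; remaining NADPH was read by diaphorase/resazurin fluorescence.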
PI4K2A block: blocks human PI4K2A kinase activity. 0.13% of 420,000 active. AID 1346378. activity change, negative = inhibition, % at 76.9 µM. purified PI4K2A, ADP-Glo luminescence, 1 h; hits give low values. Q9BTU6; in the data active = activity change below about -50%; inconclusive = mostly about -30% to -49%;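 note: -100% = wells without enzyme as full effect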
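Compounds are screened against recombinant PI4K2A using PI as substrate and ATP, the latter dispensed at 300 microM. Reactions run one hour at ambient temperature before ADP-Glo detection; full inhibition defined by wells lacking enzyme.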
HP1b chromo inh: blocks HP1-beta chromodomain binding to methylated histone tails; P83916; AlphaScreen HP1-beta / biotin-H3K9me3 peptide binding; Potency, µM (top dose mostly 114 µM), for inactives: at the top dose activity change, negative = inhibition, most hits filed as inhibitors; 0.56% of 390,000 active; note: potency is the fitted concentration of half-maximal effect; nearly all actives have a fitted effect of over 70% in size; inactives centre near 23
Target sequence (P83916 whole entry, looked up): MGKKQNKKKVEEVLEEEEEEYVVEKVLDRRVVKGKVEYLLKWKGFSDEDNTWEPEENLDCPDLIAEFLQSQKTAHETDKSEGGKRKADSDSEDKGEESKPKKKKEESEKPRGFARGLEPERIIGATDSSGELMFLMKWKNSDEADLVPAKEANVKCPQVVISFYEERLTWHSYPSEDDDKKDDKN
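AlphaScreen: HP1-beta (50 nM) preformed 30 min with biotin-H3(1-18)K9me3 peptide (50 nM) in PBS pH 7.4, 0.01% Tween-20. Compound added for 30 min at RT, then streptavidin donor/nickel chelate acceptor beads (10 ug/mL) for 30 min.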
PGK inhibitor: blocks T. brucei phosphoglycerate kinase. P07378. Potency, µM (series often up to 57.5 µM), for inactives: at the top dose activity change, negative = inhibition, actives largely listed as inhibitors. AID 602233. PGK/GAPDH coupled, Kinase-Glo luminescence, 60 min. 0.043% of 380,000 active; note: potency is the fitted concentration of half-maximal effect; % is set by controls: 0 for no effect and ±100 for the full control effect; nearly all actives have a fitted effect of over 60% in size
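Luminescent ATP detection (Kinase-Glo Plus) follows a 60-minute room-temperature incubation, with wells lacking PGK as controls. Buffer: 100 mM TEA (pH 7.6), 5 mM MgCl2, 0.01% Tween-20. Coupling enzyme GAPDH (100 nM final) supplies unstable 1,3-BPG in-well.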
TrxR1 substrate: substrates of rat thioredoxin reductase 1. O89049. purified TrxR1 substrate turnover, NADPH consumption readout. Potency, µM (series often up to 114 µM), without a hit: at the top dose activity change, negative = substrate turnover. 0.01% of 390,000 active; note: potency is the fitted concentration of half-maximal effect; % is set by controls: 0 for no effect and ±100 for the full control effect; nearly all actives have a fitted effect of over 50% in size
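Rat TrxR1, dispensed at 90 nM, was prereduced with 400 uM NADPH (final) for 5 min at ~22 deg C, then incubated with compound 15 min before 400 uM selenite. A first-read NADPH fluorescence drop versus no-compound background flagged substrates.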
GLS inhibitor: inhibitors of human glutaminase (GLS); O94925; GLS enzymatic activity, qHTS titration; Potency, µM (titrated, usually from 45.5 µM), for inactives: top-dose activity change, negative = inhibition, most hits filed as inhibitors; 0.21% of 410,000 active; AID 624170; note: potency is the fitted concentration of half-maximal effect; % is set by controls: 0 for no effect and ±100 for the full control effect
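Compounds were pin-transferred onto hKGA, after which L-glutamine (1 mM solution) and a detection mix of glutamate oxidase, HRP and Amplex Red were added. Initial and 30 min RT fluorescence reads were collected.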
rTrxR1 inhibitor: inhibitors of rat thioredoxin reductase 1. O89049. recombinant rTrxR1, NADPH fluorescence consumption, selenite substrate. Potency, µM (doses to about 114 µM), for inactives: top-dose activity change, negative = inhibition, most hits filed as inhibitors. 1% of 390,000 active. AID 588453; note: potency is the fitted concentration of half-maximal effect; % is set by controls: 0 for no effect and ±100 for the full control effect; nearly all actives have a fitted effect of over 65% in size
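Rat TrxR1 (90 nM in the dispensed reagent) was pre-reduced with 400 uM NADPH for 5 min at room temperature, then incubated with compound for 15 min. After 400 uM selenite was added, NADPH fluorescence (Ex 340/Em 450 nm) was followed for 8 min.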
USP1 inh: USP1/UAF1 (human) deubiquitinase inhibition; 0.23% of 390,000 active; O94782; recombinant USP1/UAF1, Ub-Rhodamine cleavage fluorescence; Potency, µM (doses to about 57.1 µM), for the others: at the highest dose activity change, negative = inhibition, usual class: inhibitors; note: potency is the fitted concentration of half-maximal effect; % is set by controls: 0 for no effect and ±100 for the full control effect; nearly all actives have a fitted effect of over 60% in size; inactives centre near -12
Target sequence (O94782 whole entry, looked up): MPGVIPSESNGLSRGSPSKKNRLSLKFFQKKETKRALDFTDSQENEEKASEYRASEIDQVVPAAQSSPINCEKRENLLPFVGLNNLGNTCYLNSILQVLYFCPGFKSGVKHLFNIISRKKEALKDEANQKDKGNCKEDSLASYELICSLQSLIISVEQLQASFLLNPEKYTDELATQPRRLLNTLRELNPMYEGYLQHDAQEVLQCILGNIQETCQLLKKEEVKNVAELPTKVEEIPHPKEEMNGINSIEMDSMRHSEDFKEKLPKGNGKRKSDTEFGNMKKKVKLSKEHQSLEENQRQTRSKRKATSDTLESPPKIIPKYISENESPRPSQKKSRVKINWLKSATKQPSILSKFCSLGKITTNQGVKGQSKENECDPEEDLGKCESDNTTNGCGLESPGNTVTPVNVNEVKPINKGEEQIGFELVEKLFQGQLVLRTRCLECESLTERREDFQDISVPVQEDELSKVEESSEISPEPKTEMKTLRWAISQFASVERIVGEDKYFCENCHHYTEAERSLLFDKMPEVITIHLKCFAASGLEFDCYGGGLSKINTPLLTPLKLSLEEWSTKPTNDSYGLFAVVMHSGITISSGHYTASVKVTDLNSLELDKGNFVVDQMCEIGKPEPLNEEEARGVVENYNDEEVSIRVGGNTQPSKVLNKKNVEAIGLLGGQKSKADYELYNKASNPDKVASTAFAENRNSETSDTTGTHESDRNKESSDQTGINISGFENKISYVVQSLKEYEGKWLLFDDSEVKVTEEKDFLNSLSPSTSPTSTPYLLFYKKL
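USP1/UAF1 complex at 1 nM was preincubated with compound for 15 min at room temperature, then Ub-Rho substrate (150nM final) was added. Fluorescence (480/540 nm) was read kinetically, 6 reads every 60 seconds.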
The depositor's hits bear a star; i = inactive; ? = inconclusive; · = no result given; [ ] = remark or other dose. Unless noted, calls come from the whole dose curve; as a rule, active = well fitted curve in the direction sought with a large enough effect; inconclusive = small, poorly fitted or top-dose-only effect, or another doubt; inactive = no such curve, though single readings can be large; an effect the other way counts as inactive or inconclusive.

The first 2 compounds, ahead of the listing:
SMILES	Pin1 inh	mIDH1 inhibitor	PI4K2A block	HP1b chromo inh	PGK inhibitor	TrxR1 substrate	GLS inhibitor	rTrxR1 inhibitor	USP1 inh
COc1ccc(Cl)cc1NC(=O)COC(=O)Cc1cccs1	-3%	-1%	5	47%[activator]	4%	4%	0%	0%[57.1 µM]	-12%
O=C(O)/C=C/c1cn(-c2ccccc2)nc1-c1ccc2c(c1)OCCO2	-2%	1%	14	11%	-9%	4%	0%	8%	-5%

Results, repeating the preview:
SMILES	Pin1 inh	mIDH1 inhibitor	PI4K2A block	HP1b chromo inh	PGK inhibitor	TrxR1 substrate	GLS inhibitor	rTrxR1 inhibitor	USP1 inh
COc1ccc(Cl)cc1NC(=O)COC(=O)Cc1cccs1	-3%	-1%	5	47%[activator]	4%	4%	0%	0%[57.1 µM]	-12%
O=C(O)/C=C/c1cn(-c2ccccc2)nc1-c1ccc2c(c1)OCCO2	-2%	1%	14	11%	-9%	4%	0%	8%	-5%
O=C(COC(=O)Cn1cnc2ccccc21)Nc1cc(S(=O)(=O)N2CCOCC2)ccc1Cl	1%	-2%	3	13%	1%	1%	0%	13%	-7%
O=C(Nc1cccc([N+](=O)[O-])c1)C12CC3CC(C1)CC(n1cnc([N+](=O)[O-])n1)(C3)C2	9%	3%	5	14%	-3%	3%[57.1 µM]	9%	4%[57.1 µM]	-17%
Nc1ccc(S(=O)(=O)Nc2nccc(/C=C/c3cccc(Br)c3)n2)cc1	4%	-17%	-8	34%	-5%	-5%	1%	16%[57.1 µM]	-18%
Cc1ccc(Nc2ccc(N)cc2S(=O)(=O)O)cc1	-8%	-12%	-12	-1%	-5%	15%[57.1 µM]	6%	7%[57.1 µM]	-20%
O=S1(=O)N=CN(Cc2cccc(F)c2)c2ccccc21	-5%	5%	0	33%[activator]	-8%	10%[57.1 µM]	-11%	14%[57.1 µM]	-14%
CN(C)C(=O)c1cc(C(=O)Cc2ccccc2)c[nH]1	1%	15%	-2	4%	·	-4%	-5%	8%	-11%
O=C(NCc1ccncc1)C(=O)NCC1OCCN1S(=O)(=O)c1ccc(F)cc1 (centres undefined)	-10%	-2%	5	31%	7%	5%	-5%	6%	-17%
N#Cc1nc(-c2ccc(Cl)cc2)oc1N1CCCCC1	9%	2%	2	-60%	5%	311%[activator]	-8%	56%[activator]	-13%
CCOc1cc(NC(=O)c2ccccn2)c(OCC)cc1NC(=O)c1ccc(Cl)cc1	6%	-5%	-2	27%	-6%	-1%	-1%	15%[2.29 µM]	-18%
CCC1CCc2nc3sc(C(=O)Nc4ccc(C)cc4)c(N)c3cc2C1 (centres undefined)	10%	·	2	23%	·	37%[activator]	-5%	27%	-4%
CCOc1ccccc1NC(=O)CCC(=O)Nc1ccccc1OCC	-5%	10%	-6	6%	-8%	3%	0%	12%	-1%
Cc1cnc(C(=O)Nc2ccc(C(C)C)cc2)cn1	6%	0%	-6	4%	-10%	8%[57.1 µM]	3%	21%[57.1 µM]	-2%
O=C(CSc1ncccc1C(=O)O)c1cccc(C(F)(F)F)c1	-1%	6%	3	4%	-7%	7%[57.1 µM]	-4%	18%[57.1 µM]	-12%
Cc1c(C(=O)N2CCN(C(=O)c3ccco3)CC2)sc2nc(-c3ccc(F)cc3)cn12	-1%	1%	-3	31%	-1%	9%[57.1 µM]	0%	4%[57.1 µM]	-25%
Cc1ccccc1OCCCn1c(CO)nc2ccccc21	0%	11%	-2	39%	1%	-1%[57.1 µM]	-12%	-9%[57.1 µM]	-16%
CC(C)N1CC(C(=O)Nc2ccc(Cl)cc2Cl)CC1=O (centres undefined)	·	-8%	-2	·	0%	·	7%	·	-4%
O=C(COC(=O)Cn1cc(C(F)(F)F)ccc1=O)Nc1ccc(Br)cc1F	5%	2%	2	16%	-1%	1%	-2%	9%	-2%
Cc1cccn2c(=O)c(C=C(C#N)C#N)c(N3CCN(c4ccccc4)CC3)nc12	?	5%	0	-7%	-2%	-26%[57.1 µM]	-11%	-1%[57.1 µM]	-17%
O=C(C1CC(=O)N(c2ccccc2)C1)N1CCN(C2=NS(=O)(=O)c3ccccc32)CC1 (centres undefined)	3%	1%	-9	12%	6%	3%	-5%	3%	-3%
COc1ccc(Cl)cc1NC(=O)CN1CCC(n2nnc3cc(C)ccc32)CC1	9%	-1%	-1	27%	0%	-4%[57.1 µM]	-3%	15%[57.1 µM]	-23%
CCN(CC)S(=O)(=O)c1ccc(C)c(NC(=O)COc2ccc(Cl)cc2Br)c1	2%	3%	-1	40%[activator]	i	-3%[57.1 µM]	-5%	-3%[57.1 µM]	-4%
O=C(CSc1nc2ccccc2c(=O)n1CCC(=O)NC1CCCCC1)Nc1ccccc1Cl	-1%	-16%	8	-8%	-2%	-3%[57.1 µM]	-10%	16%[57.1 µM]	-14%
O=C1CN(C(=O)CSc2nc(-c3ccc(Cl)cc3)cs2)c2ccccc2N1	79%[activator]	3%	-5	5%	-2%	1%	-2%	28%	-17%
Nc1nnnn1CC(=O)N/N=C/c1ccccn1	1%	4%	2	39%	0%	10%[57.1 µM]	1%	23%[57.1 µM]	-13%
CCCn1cnc2c(SCc3ccccn3)nc(N)nc21	4%	1%	?	-2%	6%	-15%	-16%	-20%	3%
Cc1ccc(OCCn2cc(/C=C(\C#N)C(=O)NCC3CCCO3)c3ccccc32)cc1C (centres undefined)	11%	-2%	8	9%	4%	-6%	0%	-7%	-3%
NC(=O)/C(=N\O)c1ccccc1	-2%	4%	-1	36%	-2%	1%	21%	12%	-17%
COc1ccccc1N(C(=O)CNC(=O)c1ccco1)C(C(=O)NC1CCCC1)c1ccncc1 (centres undefined)	-1%	0%	0	53%[activator]	-5%	-5%	-11%	-25%	-16%
O=C(N/N=C/c1ccc(-c2ccccc2[N+](=O)[O-])o1)[C@H]1C[C@@H]1c1ccccc1	-19%	8%	-10	-35%	0%	-20%	-8%	-28%	?
CCO[C@@H]1c2c(ccc3ccc(=O)oc23)OC(C)(C)[C@@H]1O	-7%	13%	4	16%	-4%	63%[activator][57.1 µM]	2%	-11%[57.1 µM]	-25%
COc1ccc(N=C2C(=Nc3ccc(OC)cc3)N(c3ccc(OC)cc3)C(=S)N2C)cc1	-8%	10%	-4	7.1µM*	·	-3%	2%	11%	-10%
COCOc1ccc(-c2cc(=O)c3c(O)cc(OCOC)cc3o2)cc1	3%	0%	2	25%	i	-2%	0%	-5%	-26%
Cc1ccc(S(=O)(=O)C(CNC(=O)C(=O)NCCc2ccccc2)c2ccco2)cc1 (centres undefined)	4%	-11%	-1	9%	9%	-1%[57.1 µM]	7%	-12%[57.1 µM]	?
C[C@@H]1CN([C@@H](C)CO)C(=O)Cc2cc(NC(=O)Nc3cccc4ccccc34)ccc2O[C@@H]1CN(C)Cc1ccc(C(F)(F)F)cc1	?	-16%	0	19%	-3%	4%[57.1 µM]	-4%	11%[57.1 µM]	-14%
COC(=O)C(C)Sc1ncnc2c1nnn2-c1ccc(F)cc1 (centres undefined)	-1%	0%	-4	120%[activator]	-14%	-4%	2%	-5%	-5%
O=C(Cn1cnc2c(cnn2-c2ccc(F)cc2)c1=O)N1CCN(c2ccccc2)CC1	1%	6%	3	24%	6%	-4%	11%	-8%	-12%
CCn1cc(/C=C(\NC(=O)c2ccc(C)cc2)C(=O)NCCCn2ccnc2)c2ccccc21	1%	-6%	2	2%	-4%	-14%	5%	-14%	-14%
COc1ccc(-c2nc(C#N)c(NCCCN(C)C)o2)cc1OC	27%	9%	4	2%	-9%[11.5 µM]	344%[activator]	21%	46%[activator]	-12%
CCOC(=O)c1c(-c2cccc(C)c2)csc1NC(=O)c1c(-c2ccccc2)noc1C	47%[activator]	-8%	2	-4%	-4%	8%	-7%	15%	-19%
COc1ccc(NC(=O)c2ccco2)cc1NC(=O)COc1ccccc1[N+](=O)[O-]	-2%	1%	0	35%	i	5%	37%[activator]	17%	-16%
CC(C)Oc1ccc(CCc2nnc(SCC(=O)O)n2-c2ccccc2)cc1	-2%	-6%	4	32%	2%	4%	-4%	6%	-14%
COc1ccc(-c2nc3ccc(NC(=O)CO)cc3c(=O)n2Cc2cccc(Cl)c2)cc1COc1ccc(NC(C)=O)cc1	1%	·	·	-17%	·	9%	·	?	·
CCOC(=O)c1ccc(N2C(=O)CC(N3CCOCC3)C2=O)cc1 (centres undefined)	-6%	9%	-2	56%[activator]	-1%	-10%	9%	-26%	-6%
NC(=O)CC(NC(=O)c1ccccc1)c1ccc(NCCCN2CCCC2=O)c([N+](=O)[O-])c1 (centres undefined)	?	2%	-6	12%	i	4%[57.1 µM]	-3%	6%[57.1 µM]	-5%
COc1ccc(NC(=O)c2nnn(CC(=O)Nc3cccc(C)c3C)c2N)c(OC)c1	5%	·	3	28%	·	-1%	-9%	11%	-23%
COc1ccc(N=C2SC(C(=O)Nc3ccc(OC)cc3)CC(=O)N2CCN2CCOCC2)cc1 (centres undefined)	-2%	0%	1	22%	i	-9%	-1%	?	-21%
CC(=O)OC1c2c(ccc3ccc(=O)oc23)OC(C)(C)C1OC(=O)CC(C)C (centres undefined)	0%	1%	-2	24%	-5%	10%	-14%	?	-16%
COc1ccc(COC(=O)N/N=C(\C)CC(=O)NCc2ccc(Cl)cc2)cc1	7%	5%	0	44%[activator]	-3%	4%[57.1 µM]	0%	17%[57.1 µM]	-13%

Assay outcomes from PubChem BioAssay.

The list is partial; rates above refer to the full screens.
